Pf Dd2 growth: inhibitors of Plasmodium falciparum Dd2 growth; P. falciparum Dd2 growth, SYBR Green, 72 h; Potency, µM (doses to about 28.9 µM), for inactives: top-dose activity, negative = inhibition, usual class: inhibitors; 4.3% of 120,000 active; active = well fitted inhibition curve with a large enough effect; inconclusive = small, poorly fitted or top-dose-only effect; inactive = no such curve, though single readings can be large or run the other way;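 also: plate controls were DMSO vehicle for no effect and reference drug for full effect; nearly all actives have a fitted effect of over 65% in size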
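Infected erythrocytes (Dd2, 0.3% parasitemia, 2.5% hematocrit final) are added to compound in RPMI-1640/Albumax II medium, grown 72 h at 37C in low oxygen, then lysed with saponin/Triton-X containing SYBR Green and read by fluorescence.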
Starred values were filed as active, the others as inactive; i = inactive; ? = inconclusive; [ ] = another dose, or the depositor's remark. Potency is read from the fitted curve at half-maximal effect.

SMILES	Pf Dd2 growth
O=c1c2sc3ccccc3c2n(Cc2ccccc2Cl)c(=O)n1Cc1ccccc1	2%
Cc1noc(C)c1-c1cc2c(cc(C)n2CCN(C)C)c(-c2ccnn2C)n1	?
O=C(c1ccccn1)N1CC2CC(C1)[C@H]1CCCC(=O)N1C2 (stereo partly drawn)	6%
CNC(=O)[C@H]1C[C@H](Oc2cccnc2)CN1S(=O)(=O)c1ccccc1C	?
COc1cccc(NC(=O)Cn2c(=O)n(Cc3nc(-c4ccccc4)no3)c(=O)c3ccccc32)c1	?
Cc1noc(C)c1-c1cnc(Nc2ccc(F)c(Cl)c2)c2c1CCO2	23%[44.1 µM]
O[C@H]1CC[C@@H](Cc2cc(COc3ccccc3)on2)O[C@@H]1CN(CC1CC1)CC1CC1	?
Cc1cc(NC(=O)N(C)CC2CCOCC2)ccc1Br	-12%
Cc1cccnc1C(=O)N[C@@H]1CN(S(C)(=O)=O)C[C@H]1CN(C)C	i
O=C(Cc1cccs1)N1CCC(c2n[nH]c(=O)n2Cc2ccc(F)cc2)CC1	i
CCC(Sc1ncnc2sc3c(c12)CCCC3)C(=O)OC(C)C (stereo not drawn)	-26%
CN1C(=O)c2cccc3c(S(=O)(=O)Nc4cccc(C(=O)O)c4)ccc1c23	-18%
Cc1cncc(C(=O)N2CC(CO)C3(CCNCC3)C2)c1 (stereo not drawn)	20%
O=C(NCCCN1CCN(c2cccc(Cl)c2)CC1)c1cnn(-c2ccc(F)cc2)c1-n1cccc1	?
COc1ccc(C2CC(=O)N(CC(=O)Nc3ccc(C(C)=O)cc3)c3ccccc3S2)cc1OC (stereo not drawn)	?
CCOC(=O)C1=C(C)N=C2SC=C(CC(=O)N3CCCC3)N2C1c1cc(C)ccc1C (stereo not drawn)	?
COCCNC(=O)C[C@@H]1c2nc(NC(=O)CC(C)(C)C)sc2C[C@@H]2[C@](C)(CO)[C@H](O)CC[C@]21C	?
C[C@@H](N)C(=O)N1CCC(n2nccc2NC(=O)c2ccc3c(c2)OCO3)CC1	0%
CC(=O)N1CCCc2cc(S(=O)(=O)NCc3cccc(C)c3)ccc21	4%
Cn1cc(C(=O)N2CCN(c3ccccc3)CC2)c(=O)c2cc(S(=O)(=O)N3CCCC3)ccc21	1.6µM*
CCOC(=O)Cc1ccc(NC(=O)N2CCc3c(sc4c3CCCC4)C2c2ccc(F)cc2)cc1 (stereo not drawn)	?
Cc1ccc(OCc2nc(C3CCN(C(=O)c4ccn[nH]4)CC3)no2)cc1	?
COc1cccc(NC(=O)CCC2CCN(S(=O)(=O)c3ccccc3)CC2)c1	?
COC(=O)[C@@H]1Cc2ncn(Cc3ccc(OC)cc3)c2CN1Cc1ccc(OC)cc1	?
Cc1ccc(-n2c3nc(=O)n(C)c(=O)c-3cc3c(Cl)cccc32)c(C)c1	?

Further compounds
SMILES	Pf Dd2 growth
CCC(C(=O)Nc1cc(F)ccc1F)n1nc(C)c2c(C)n(-c3ccc(C)cc3)nc2c1=O (stereo not drawn)	1%
COc1ccc(F)c(-c2nc(Cn3cnc4ccccc43)c(C)o2)c1	?
O=C(CCn1cncn1)NCc1cccnc1Oc1cccc(C(F)(F)F)c1	-1%
Cc1ccc(O[C@H]2COCC[C@H]2NC(=O)Cc2c(F)cccc2Cl)cn1	-5%
CC(=O)Nc1ccc(CN2C[C@@H](F)[C@@H](OCc3nc4ccc(F)cc4[nH]3)C2)cc1	i
O=C(CSc1ncc2c(n1)-c1ccccc1N(Cc1ccc(Cl)cc1)S2(=O)=O)c1ccc(Cl)cc1	?
Cn1cc(C(=O)NCC2CN(Cc3ccccc3)CC23CN(c2ccccc2)C3)cn1 (stereo not drawn)	i
CCn1cc(-c2c(-c3ccccc3)ncn2CC(=O)O)cn1	19%
O=C(c1cccc(F)c1)N1CCC(Oc2ccccc2)C1 (stereo not drawn)	0%
O=C(CN1C(=O)NC(c2ccc(Cl)cc2)C2=C1COC2=O)NC1CCCC1 (stereo not drawn)	i
COc1ccc(NC(=O)C(C)n2nc(-c3ccc(C)c(C)c3)ccc2=O)cc1OC (stereo not drawn)	-20%
COc1ccc(NC(=O)Cn2c(C)ccc(NS(=O)(=O)c3ccccc3)c2=O)cc1	i
N#Cc1ccc(OCC2CN(Cc3cccc(C(F)(F)F)c3)C(=O)c3c(ccnc3-c3ccc(OCC(=O)O)cc3)O2)cc1 (stereo not drawn)	i
CC(=O)c1cccc(-n2c(=O)c3c4c(sc3n(Cc3cccc(C)c3)c2=O)CN(C(C)=O)CC4)c1	-24%
CN(C(=O)c1cnc(N2CCOCC2)c2ccccc12)c1ccccc1F	i
COCCOc1ccc2c(n1)CCN(C(=O)CC(C)C)C2	5%
COc1ccccc1CN1C(=O)COC[C@@H]1[C@H](O)c1ccc(NC(=O)CCc2ccccc2)cc1	i
CN1c2cc(C(=O)Nc3ccc(F)c(F)c3)ccc2C(=O)N2CCCCCC21 (stereo not drawn)	-21%
O=C(Cn1ncc2c(Cl)cccc21)NCc1cccc(F)c1	-7%
C#CCOc1cccc(CN2CCN3C(=O)CN(C)C(=O)C3C2)c1 (stereo not drawn)	-9%
COc1ccc(Cl)cc1C(=O)N1CCCC(n2cc(-c3noc(C)n3)nn2)C1 (stereo not drawn)	i
COCC(=O)NC1CCCc2c1[nH]c1ccc(F)cc21 (stereo not drawn)	-14%
CN1[C@@H](CCC(=O)N2CCOCC2)CNC(=O)[C@@H]2[C@H]1CCN2Cc1csnn1	i
CN1C(=O)CS(=O)(=O)C12CCN(C(=O)c1cc(F)cc(F)c1)CC2	3%
O=C(Cn1nc2c(cc1=O)CCCC2)N1CCSCC1	7%

Quoted from the listing.
O=C(c1cccc(F)c1)N1CCC(Oc2ccccc2)C1 (stereo not drawn) @ Pf Dd2 growth = 0%
COc1ccc(NC(=O)C(C)n2nc(-c3ccc(C)c(C)c3)ccc2=O)cc1OC (stereo not drawn) @ Pf Dd2 growth = -20%
CCn1cc(-c2c(-c3ccccc3)ncn2CC(=O)O)cn1 @ Pf Dd2 growth = 19%
CN1C(=O)CS(=O)(=O)C12CCN(C(=O)c1cc(F)cc(F)c1)CC2 @ Pf Dd2 growth = 3%
CCC(C(=O)Nc1cc(F)ccc1F)n1nc(C)c2c(C)n(-c3ccc(C)cc3)nc2c1=O (stereo not drawn) @ Pf Dd2 growth = 1%

4 compounds out of the list, ordered by formula weight, lowest first.
SMILES	Pf Dd2 growth
CN(C(=O)c1cnc(N2CCOCC2)c2ccccc12)c1ccccc1F	i
O=C(CN1C(=O)NC(c2ccc(Cl)cc2)C2=C1COC2=O)NC1CCCC1 (stereo not drawn)	i
COc1ccc(Cl)cc1C(=O)N1CCCC(n2cc(-c3noc(C)n3)nn2)C1 (stereo not drawn)	i
N#Cc1ccc(OCC2CN(Cc3cccc(C(F)(F)F)c3)C(=O)c3c(ccnc3-c3ccc(OCC(=O)O)cc3)O2)cc1 (stereo not drawn)	i

Next section:
SMILES	Pf Dd2 growth
CN1C(=O)C2(CCN(Cc3ccsc3)C2)c2ccccc21 (stereo not drawn)	5.6µM*
COc1ccc(-c2cc(C(=O)NCC(C)C)c3c(C4CCCN4)nn(C)c3n2)cc1 (stereo not drawn)	4µM*
Cc1ccc(C(=O)N2CCC3(CCCNC3=O)C2)cc1N1CCNC1=O (stereo not drawn)	-18%
O=C1c2ccccc2CN1C1CCN(Cc2ccc(F)cc2)CC1	14%
O=C(N[C@H]1CCOC[C@H]1C1CCOCC1)c1ccc(CN2CCCC2)o1	3%
Cc1ccc(C)c(C(=O)N[C@@H]2CN(c3ncccn3)C[C@H]2CN(C)C)c1	-7%
O=C(O)c1ccc(CN2C[C@@H]3OCC(=O)N(Cc4cccnc4)[C@@H]3C2)cc1	34%[activator][44.1 µM]
CC(=O)Nc1ccc(S(=O)(=O)NCC2CCC(C(=O)NCc3ccccc3Cl)CC2)cc1 (stereo not drawn)	38%[activator]
O=C(C1CCCN(S(=O)(=O)c2cccc3nonc23)C1)N1CCN(c2ccccc2Cl)CC1 (stereo not drawn)	i
CCCOC(=O)N1CCCC(c2nnc(CN3CCOCC3)n2C)C1 (stereo not drawn)	-17%
COc1ccc(C)cc1NC(=O)CN1CCN(CC(=O)Nc2ccccc2F)CC1	12%
CC(=O)NC1(C)CCN(Cc2ccc(-c3ccc4ccccc4c3)cc2)C1 (stereo not drawn)	10µM*
CCCN1C(=O)CN(C2CCCCC2)C(=O)C1c1ccc(OC)c(OC)c1 (stereo not drawn)	39%[activator]
COc1ccc(CCNC(=O)c2cc(C)nc3c2c(C)nn3-c2ccccc2)cc1OC	-4%
COc1ccc(Cc2nc3nccc(-c4ccsc4)n3n2)cc1	?
Cc1cccc(-c2nc3scc(CCNC(=O)c4ccc(Br)o4)n3n2)c1	-1%[5.79 µM]
O=C(c1ccc2c(c1)OCO2)N1CCCC(n2cc(-c3nc(C4CC4)no3)nn2)C1 (stereo not drawn)	-4%
COc1cc(C(CC(=O)Nc2ccc(Br)cn2)N2Cc3ccccc3C2=O)cc(OC)c1OC (stereo not drawn)	i
O=C(Nc1ccc(C(F)(F)F)cc1)N1CCC2(CC1)C(=O)NCN2Cc1ccc(Cl)cc1	-5%
CCC(Sc1nc2cc3c(cc2c(=O)n1CCCC(=O)NCc1ccc2c(c1)OCO2)OCO3)C(=O)NCCCOC (stereo not drawn)	60%[activator]
COc1cc(-c2cc3c(nc2OC)nc(CC2CC2)n3C)ccn1	?
O=C(NCc1ccc(F)cc1)c1cc(-c2ccc(Cl)cc2Cl)c2cccn2n1	-4%
COc1ccc(C(=O)N2CCn3c(nn(-c4ccc(F)cc4F)c3=O)C2)cc1	16%
COc1ccccc1-c1cc2c(ccn2C)c(C(=O)NCc2c(C)cc(C)[nH]c2=O)n1	i
Cc1ccc(CS(=O)(=O)NC2CCc3n[nH]c(=O)n3CC2)cc1C (stereo not drawn)	11%

3 of the compounds above, field by field:
SMILES: Cc1ccc(C)c(C(=O)N[C@@H]2CN(c3ncccn3)C[C@H]2CN(C)C)c1
  Pf Dd2 growth = -7%

SMILES: O=C(O)c1ccc(CN2C[C@@H]3OCC(=O)N(Cc4cccnc4)[C@@H]3C2)cc1
  Pf Dd2 growth = 34%[activator][44.1 µM]

SMILES: CC(=O)Nc1ccc(S(=O)(=O)NCC2CCC(C(=O)NCc3ccccc3Cl)CC2)cc1 (stereo not drawn)
  Pf Dd2 growth = 38%[activator]

More compounds
SMILES	Pf Dd2 growth
COc1cccc(-c2ccc(COc3ccc4c(cnn4CCC(=O)O)c3)cc2)c1F	-20%[44.1 µM]
CC(=O)Nc1ccc(C(=O)N2CCC3(CC2)N=C(c2ccc(Cl)cc2)NO3)cc1	-27%
COc1ccc([C@H]2C[C@@H](O)[C@@H](O)[C@@H]2NCc2cn(C)c3ccccc23)cc1	8.9µM*
O=C(O)c1ccc(NCc2nc3ccccc3n2CCOc2ccccc2Cl)cc1	-14%
CN(C1CCc2ccccc21)[S+](=O)([O-])c1cccc(C(F)(F)F)c1 (stereo not drawn)	-14%
CC(=O)N1CCN(c2cc(-c3noc([C@@H]4CCCN4Cc4ccc(C(F)(F)F)cc4)n3)ccn2)CC1	?
CCC(C)NC(=O)C1COC2(CCN(C(=O)CC(C)(C)C)CC2)N1C(=O)c1cccc(C)c1 (stereo not drawn)	i
Cc1ccc2c(C(=O)N3CCN(c4ccccc4)CC3)cc(NC(=O)C(C)C)cc2n1	?
O=C(C1CCC1)N1c2ccccc2CC1c1noc(C2CCOCC2)n1 (stereo not drawn)	?
O=C1c2[nH]nc(-c3ccccc3O)c2C(c2ccc(F)cc2)N1CCO (stereo not drawn)	-9%
COCC(=O)NC[C@H]1C[C@@H]2CCN1C[C@@H]2CN1CCC(C)CC1	15%[44.1 µM]
COc1ccc2ccccc2c1CCNC(=O)CC1C(=O)NCCN1C(C)C (stereo not drawn)	?
O=C1CC(c2ccccc2)N(C(=O)CNC(=O)c2nccc3ccccc23)CCCCCCN1 (stereo not drawn)	0.35µM*
CC(C)Nc1ncnc2c1CN(C1CCNC1)C(=O)CN2C (stereo not drawn)	18%
Cc1noc(C)c1[S+](=O)([O-])N1CCC2(CC1)CC(=O)c1ccc(Cl)cc1O2	-10%
Cc1noc2c(-c3ccc4c(ccn4C)c3)cc(-c3cccnc3)nc12	?
COCCOCC(=O)NCC12CCCC=C1NC(=O)CC2 (stereo not drawn)	1%
COCC(=O)N1CC[C@]2(O)CCN(C(=O)c3ccn(C)c3C)C[C@@H]2C1	13%
COc1cc(C2c3c(-c4ccccc4O)n[nH]c3C(=O)N2CCO)ccc1OCC(C)C (stereo not drawn)	10µM*
COc1cccc(C(=O)Nc2nnc(S(=O)(=O)N3CCCc4ccccc43)s2)c1	-5%
CCOc1cc(=O)n2c(c1C(=O)NCCc1ccccc1)CCCCC2	1%
CCC1Oc2ccc(NS(=O)(=O)c3ccc(C)c(F)c3)cc2CN(Cc2ccc(OC)cc2)C1=O (stereo not drawn)	?
Cc1ccc(NC(=O)CSc2nccn2Cc2ccco2)cc1Cl	18%
CN1Cc2nc(-c3cccc(C(F)(F)F)c3)ccc2OCC1=O	1%[44.1 µM]
Cc1ccc(CNCc2ccc3c(c2)n(C)c(=O)n3C)cc1	-17%

Remaining list, next part
SMILES	Pf Dd2 growth
COCCN1C(=O)CCC2(CNC(=O)CCc3nc4ccccc4[nH]3)CCCC=C12 (stereo not drawn)	?
COCC(=O)N1CC[C@@H](CC(=O)O)[C@@H](CCN2CCN(c3ccc(F)cc3)CC2)C1	-22%[44.1 µM]
Cc1cc(-c2cc(C(=O)NCc3c(C)cc(C)[nH]c3=O)c3c(c2)ncn3C)ccn1	-8%[44.1 µM]
O=C1CCN(CC2CC2)CCCC(c2nc(-c3cccnc3)no2)CCN1 (stereo not drawn)	i
CN1C(=O)c2cccn2CC1C(=O)NCC1CC1 (stereo not drawn)	29%
COc1ncccc1-c1ccnc(-c2nnc(C)n2-c2ccccc2)c1	i
O=C1NC(=NC2CCCC2)C2(CCN(CC3CC3)C2)N1c1cccnc1 (stereo not drawn)	-12%
O=C(N[C@H]1C[C@H]2C(=O)Nc3ccccc3C(=O)N2C1)c1cccnc1	15%[44.1 µM]

Screening data deposited in PubChem BioAssay by National Center for Advancing Translational Sciences (NCATS).

The list is partial; count on the stated rates, not on these rows.
